PL synth Enamine = blocks phospholipid synthesis in CHO cells, Enamine compounds. ZR-82 CHO cells, pyrene fatty acid UV survival, CellTiter Blue; peroxisome-deficient CHO-K1 mutant line; plus DGAT-1, DGAT-2 and ACAT inhibitors. calls only at 10 µM. 20,000 compounds, 0.4% hits;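 active = cell survival signal 2 SD away from solvent-only control wells, confirmed on one or two retests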;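 also: 3 h compound exposure then viability read about one day after UV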
Calls only; i = inactive; + = active, no number.

SMILES	PL synth Enamine
COC(=O)c1ccc(COC(=O)CN2C(=O)NC3(CC(C)CC(C)(C)C3)C2=O)o1 (stereo not given)	i
CC(C)CN(C(=O)C1CCCO1)c1c(N)n(CC(C)C)c(=O)[nH]c1=O (stereo not given)	i
CCOC(=O)c1[nH]c(COC(=O)C23CC4CC(CC(Br)(C4)C2)C3)c(C(=O)OCC)c1C	i
CC1CCC(C(C)C)C(OP(=O)(OC2CC(C)CCC2C(C)C)C(O)c2cccnc2)C1 (stereo not given)	i
COc1cc([N+](=O)[O-])ccc1NSc1ccccc1[N+](=O)[O-]	i
Cn1c(SCC(=O)NCc2ccco2)nnc1C1CC1	i
Cn1c(-c2ccccn2)[n+](C)c2ccccc21	i
O=c1[nH]c(O)c(N=Nc2cc3c(cc2[N+](=O)[O-])OCCO3)c(=O)[nH]1	i
CC(C)NC(=S)N/N=C/c1cccs1	i
CN1C(=O)C(=O)N(CC(=O)NCC(F)(F)F)C1=O	i
CCN1CCN(CC(=O)NC(=O)NCCCOC(C)C)CC1	i
Brc1cc2c(cc1CSc1nnc(-c3cccs3)n1C1CC1)OCCO2	i
COC(=O)C1CSCN1S(C)(=O)=O (stereo not given)	i
CNC(=O)COC(=O)C12CC3CC(CC(Br)(C3)C1)C2	i
CNC(=S)N1C(=Nc2ccc(C)cc2C)SCC1(C)C	i
CC(C)CC(C(=O)O)N1C(=O)C2C3CC(C2C1=O)C1C(c2cccnc2)c2sc(=O)[nH]c2SC31 (stereo not given)	i
COc1ccc(Oc2ccc(S(=O)(=O)C(F)(F)F)cc2[N+](=O)[O-])c([N+](=O)[O-])c1	i
O=C(O)CCc1nc2ccccc2oc1=O	i
O=C(CSc1nnc2n1CCCCC2)N1N=C(c2cccs2)CC1c1cccs1 (stereo not given)	i
C(=N\N=C\c1ccccn1)/C1=C(N2CCOCC2)C(=C/c2ccccc2)/CC1	i
CCN(CC)P(=NC(=S)Nc1ccc2c(c1)OCCO2)(c1ccccc1)N(CC)CC	i
CN1C(=O)c2ccc(N)cc2C1=O	i
C=CCNC(=S)NNc1nncc2ccccc12	i
S=c1nc(SCc2nc(-c3ccc(Cl)cc3)no2)[nH]c2ccccc12	i
COC(=O)C1=C(C)NC(C)=C(C(=O)OC)C1C(=O)OC	i
Oc1cccc(/C=N/N=C(c2ccccc2)c2ccccc2)c1	i
CN1CN=C2SC3(COC(c4ccncc4)OC3)C(=O)N2C1 (stereo not given)	i
CCCCCn1c(CC(C)(C)C)nc2ccccc21	i
Cc1cc(-c2csc(N)n2)c(C)c(C)c1C	i
CCOC(=O)c1cnn(-c2nc(CC)nc3sc4c(c23)CCC4)c1N	i
Cn1c(N)c(C(=O)CN2C(=O)C(=O)N(C3CCCC3)C2=O)c(=O)n(C)c1=O	i
Clc1ccccc1Sc1ncnc2sc3c(c12)CCC3	i
CN(C)Cn1nc(-c2cccnc2)n(-c2ccc(SC(F)F)cc2)c1=S	i
CCNc1nc(NCC)n2c(SCCOc3ccc(OCC)cc3)nnc2n1	i
CC12C=CC(O1)C1C(=O)N(c3ccc(N4CCOCC4)cc3)C(=O)C12 (stereo not given)	i
c1ccc2c(-c3nnc(SCc4cscn4)n3C3CC3)c[nH]c2c1	i
Fc1cccc(F)c1/C=C/c1ccc2ccccc2n1	i
O=C1NC2(CCCC2)C(=O)N1CCS(=O)(=O)Oc1ccccc1Br	i
O=C1CC2(CCCC2)C(=O)N1CN1CCN(S(=O)(=O)c2ccc(F)cc2)CC1	i
CN=c1scc(-c2cccs2)n1/N=C/c1ccc(O)c(O)c1O	i
OC(COc1c(Cl)cccc1Cl)CSc1nnc(-c2c[nH]c3ccccc23)n1C1CC1 (stereo not given)	i
C=CCNc1nnc(SCC(=O)c2c(N)n(CC(C)C)c(=O)n(C)c2=O)s1	i
COc1cc2c(cc1OC)CN(S(=O)(=O)C1=Cc3ccccc3CC1)CC2	i
O=[N+]([O-])c1ccc2c3c(ccc([N+](=O)[O-])c13)CC2	i
Clc1ccc(N2CCN(c3ncnc4sc5c(c34)CCC5)CC2)cc1Cl	i
COc1cccc2cc(-c3cn4ccccc4n3)c(=O)oc12	i
Fc1ccc(-c2ccc(C=Nc3ccc(F)c(F)c3)[nH]2)cc1	i
CSC1=NC(c2ccc(Br)cc2)C2=C(N1)/C(=C/c1ccc(Br)cc1)CCC2 (stereo not given)	i
c1ccc(Oc2nnc(-c3cccs3)c3ccccc23)cc1	i
CCOC(=O)c1nc[nH]c1C	i
Brc1ccccc1C=Nc1ccc2c(c1)OCO2	i
S=C(NCC1CCCO1)NNc1c(Cl)cc(Cl)cc1Cl (stereo not given)	i
O=C(O)Cn1cccn1	i
CCSc1nnc(NC(=O)CN2C(=O)NC3(CC(C)CC(C)(C)C3)C2=O)s1 (stereo not given)	i
Cc1nnc(NC(=O)c2cccs2)s1	i
O=[N+]([O-])c1ccc(Cl)cc1NN=C1CCCCC1	i
CN=c1scc(-c2ccc(OC(F)F)cc2)n1/N=C(\C)c1ccc(O)cc1O	+
Cc1ccc(/C=N/N2CCOCC2)s1	i
O=[N+]([O-])c1cccc(-c2n[nH]c(=S)o2)c1	i
O=C(C1CCN(C2=NS(=O)(=O)c3ccccc32)CC1)N1CCCc2ccccc21	i

Further records
SMILES	PL synth Enamine
Cn1/c(=N/N=C/c2cccc(/C=N/N=c3\sc4ccccc4n3C)c2)sc2ccccc21	i
CCN(CC)C(=O)CSc1nnc(SC(C)C(=O)NC(=O)NC)s1 (stereo not given)	i
Cc1nc(Sc2ccc3c(c2)OCCO3)c2c3c(sc2n1)CCCC3	i
C(=N\N1CCOCC1)/c1nc(-c2ccccc2)n2ccccc12	i
C/C(=N\OCC(=O)N/N=C/c1ccco1)c1cccs1	i
FC(F)Oc1ccc(NC(=S)N2CCN(C(=S)Nc3ccc(OC(F)F)cc3)CC2)cc1	i
Cc1nc(N=C(N)N)nc2ccccc12	i
CN(C(=O)COC(=O)CN1C(=O)NC2(CCCC2)C1=O)C1CCCCC1	i
C=CCN=c1scc(-c2ccc(OC)cc2)n1/N=C/c1cc(OC)c(O)c(OC)c1	i
CCOc1ccc(OCC)c(C2=CSC3=NS(=O)(=O)CCN23)c1	i
O=S(=O)(Nc1nccs1)c1ccc(NS(=O)(=O)c2c(F)cc(F)c(Cl)c2F)cc1	i
Nc1nc(SCc2nc3ccccc3o2)n[nH]1	i
C=CCN=c1scc(-c2ccco2)n1/N=C/C1=CCC2CC1C2(C)C (stereo not given)	i
CSc1ncc(F)c(=O)n1C	i
CCOc1ccc2[nH]c(=S)[nH]c2c1	i
FC(F)(F)c1nc(N2CCCCC2)c2cnn(-c3ccccc3)c2n1	i
CCN(CC)S(=O)(=O)c1cc(Br)c(C)cc1C	i
Cc1nc(SCc2cc(Cl)cc3c2OCOC3)c2c(C)c(C)sc2n1	i
C(=C\c1ccccc1)/C=N/Nc1nc2ccccc2[nH]1	i
CC1CCC2(CC1)NC(=O)N(CN1CCCC(C)C1)C2=O (stereo not given)	i

Exported as a markdown table: 19 of the compounds above
| SMILES | PL synth Enamine |
| --- | --- |
| O=[N+]([O-])c1cccc(-c2n[nH]c(=S)o2)c1 | i |
| O=C(C1CCN(C2=NS(=O)(=O)c3ccccc32)CC1)N1CCCc2ccccc21 | i |
| Cn1/c(=N/N=C/c2cccc(/C=N/N=c3\sc4ccccc4n3C)c2)sc2ccccc21 | i |
| CCN(CC)C(=O)CSc1nnc(SC(C)C(=O)NC(=O)NC)s1 (stereo not given) | i |
| Cc1nc(Sc2ccc3c(c2)OCCO3)c2c3c(sc2n1)CCCC3 | i |
| C(=N\N1CCOCC1)/c1nc(-c2ccccc2)n2ccccc12 | i |
| C/C(=N\OCC(=O)N/N=C/c1ccco1)c1cccs1 | i |
| FC(F)Oc1ccc(NC(=S)N2CCN(C(=S)Nc3ccc(OC(F)F)cc3)CC2)cc1 | i |
| Cc1nc(N=C(N)N)nc2ccccc12 | i |
| CN(C(=O)COC(=O)CN1C(=O)NC2(CCCC2)C1=O)C1CCCCC1 | i |
| C=CCN=c1scc(-c2ccc(OC)cc2)n1/N=C/c1cc(OC)c(O)c(OC)c1 | i |
| CCOc1ccc(OCC)c(C2=CSC3=NS(=O)(=O)CCN23)c1 | i |
| O=S(=O)(Nc1nccs1)c1ccc(NS(=O)(=O)c2c(F)cc(F)c(Cl)c2F)cc1 | i |
| Nc1nc(SCc2nc3ccccc3o2)n[nH]1 | i |
| C=CCN=c1scc(-c2ccco2)n1/N=C/C1=CCC2CC1C2(C)C (stereo not given) | i |
| CSc1ncc(F)c(=O)n1C | i |
| CCOc1ccc2[nH]c(=S)[nH]c2c1 | i |
| FC(F)(F)c1nc(N2CCCCC2)c2cnn(-c3ccccc3)c2n1 | i |
| CCN(CC)S(=O)(=O)c1cc(Br)c(C)cc1C | i |

(more compounds)
SMILES	PL synth Enamine
C=C1CC2CC(=O)CC(C1)C2	i
Clc1cc(Cl)c2nnc(SCc3ccc(Br)cc3)n2c1	i
C=CCNC(=O)NC(=O)CSc1nnc(SC)s1	i
Brc1ccc2nc(CSc3ncn[nH]3)cn2c1	i
O=[N+]([O-])c1ccc(Cl)c(S(=O)(=O)N2c3cccc4cccc(c34)S2(=O)=O)c1	i
O=C(Cn1ccc(C(F)(F)F)n1)N1N=CCC1(O)C(F)(F)F (stereo not given)	i
O=C(Nc1nncs1)c1c(F)c(F)c(F)c(F)c1F	i
CCCCC(=O)N(CCCC)c1c(N)n(CCC)c(=O)[nH]c1=O	i
O=S(=O)(c1ccc(F)cc1)N1CCC2(CC1)OCCO2	i
O=C(Cn1ccc(C(F)(F)F)n1)Nc1nc(-c2ccco2)c(-c2ccco2)s1	i
C=CCn1c(SCc2cc(=O)c(O)co2)nc2sc(C)c(C)c2c1=O	i
C/C(=N\Nc1ncc(Cl)cc1Cl)c1ccc(Cl)s1	i
Cc1c(N=Nc2ccc(N(C)C)cc2)c(=O)n(-c2ccccc2)n1C	i
CC1(C)C2CC=C(/C=N/NC(=S)Nc3cccnc3)C1C2 (stereo not given)	i
CC1CCc2c(sc3ncnc(N4CCOCC4)c23)C1 (stereo not given)	i
COc1ccc(OC)c(C2=CSC3=NS(=O)(=O)CCN23)c1	i
COc1cccc(C2Sc3ccccc3NC3=C2C(=O)c2ccccc23)c1OC (stereo not given)	i
CC1CCCC(C)N1C(=O)COC(=O)C1CCC(C(C)(C)C)CC1 (stereo not given)	i
COc1cc(C=Nc2ccc3ncccc3c2)cc(OC)c1OC	i
COc1ccc(C)cc1C1=CC(C)(c2cc(C)ccc2OC)Nc2nnnn21 (stereo not given)	i
O=S1(=O)C=CC(OS(=O)(=O)c2ccccc2)C1 (stereo not given)	i
CC(C)CC(=O)Nc1nc(C(C)(C)C)cs1	i
CCN(C1CCS(=O)(=O)C1)S(=O)(=O)c1c(C)noc1C (stereo not given)	i
Cc1nc(N=Nc2c(O)[nH]c3ccc([N+](=O)[O-])cc23)c2c3c(sc2n1)CCCC3	i
CC(=O)c1sc2nc(CSc3nc4sc(C)c(C)c4c(=O)n3C(C)C)[nH]c(=O)c2c1C	i
c1ccc(N2CCN(c3nnnn3-c3ccccc3)CC2)cc1	i
CC(C)(C)c1cc(S(N)(=O)=O)c2cc(C(C)(C)C)ccc2c1	i
FC(F)(F)c1nnc2n1N=C(c1cccs1)CS2	i
COc1ccc(C2CC(c3cc(Cl)ccc3O)=NN2)cc1Cl (stereo not given)	i
CCC(=O)N(c1nnc(SCc2cc(=O)n3c(C)cccc3n2)s1)C1CC1	i
Cn1c(-c2ccccc2)c(Cn2c(=S)sc3ccccc32)c2ccccc21	i
O=C(N=C1N=C2C=CC(Cl)=CN2Cc2ccccc21)c1cc[n+]([O-])cc1	i
CCOC(=O)c1sc2nc(CSCC(=O)NNC(=O)OC(C)(C)C)[nH]c(=O)c2c1C	i
O=C(Cn1c(=O)oc2ccccc21)c1cc(F)ccc1F	i
O=C(Cn1cc(C(F)(F)F)ccc1=O)OCC(=O)c1ccc(Br)s1	i
Cc1cn2nc(CN3CCCc4ccccc43)n3c2c1CCCC3	i
c1ccc(-c2nc(N3CCOCC3)nc3ccccc23)cc1	i
CCOC(=O)c1c(C)[nH]c(C(=O)COC(=O)c2cc3c(s2)CCC3)c1C	i
CCOC(=O)c1c(C)[nH]c(C(=O)OC(C)C(=O)OC)c1C (stereo not given)	i
O=S(=O)(NCc1ccco1)c1cc(Cl)cc(Cl)c1O	i
C1=CC2C(C1)C1CC(Oc3ccccc3)C2C1 (stereo not given)	i
Cc1nc(CNCC23CC4CC(CC(C4)C2)C3)cs1	i
Clc1ccc(-n2nnnc2SCc2cc(Cl)c3c(c2)OCCO3)cc1	i
Nc1c(Cl)cc(Nc2ncccc2[N+](=O)[O-])cc1Cl	i
Clc1ccc(C2Nc3ccccc3-c3nc(C4CC4)nn32)cc1 (stereo not given)	i
Nc1ncc([N+](=O)[O-])c(Oc2ccc([N+](=O)[O-])c3cccnc23)n1	i
CNC(=S)N1C(=Nc2ccc(C)cc2C)SCC1C (stereo not given)	i
Cc1ccc(C2=CSC3=NS(=O)(=O)CCN23)o1	i
c1ccc2c(c1)sc1nnc(SCc3ccc(CSc4nnc5sc6ccccc6n45)cc3)n12	i
Nc1c(C(=O)C(F)(F)F)sc2nc3c(c(-c4ccco4)c12)CC/C3=C/c1ccco1	i
Cn1c(N)c(C(=O)Cn2cc[n+](C)c2)c(=O)n(C)c1=O	i
Fc1ccc(-c2csc(=Nc3ccc(OC(F)F)cc3)n2C2CCCC2)cc1	i
CCC(C)Cc1c(C)sc2nc(CSc3nnc(-c4cccs4)n3C3CC3)[nH]c(=O)c12 (stereo not given)	i
O=S(=O)(CCN1c2cccc3cccc(c23)S1(=O)=O)c1cc(Cl)ccc1Cl	i
Cc1cc(C(=O)CSc2nnc(NC3CC3)s2)c(C)s1	i
O=C(NCc1cccs1)C1=CC=CN2CCS(=O)(=O)N=C12	i
Cc1cc(C(=O)CSc2nnc(Cc3cccs3)n2C2CC2)c(C)n1C1CC1	i
COc1ccc(OCc2nnc(SCCOc3ccc(F)cc3)n2C)cc1	i
Cc1cccc(C2Oc3ccccc3C3CC(c4ccc5c(c4)OCCO5)=NN32)c1 (stereo not given)	i
Cc1cc(C)nc(N=C(N)N(C2CCCCC2)C2CCCCC2)n1	i
Cc1nnc(SCC(=O)Nc2cc(C(C)(C)C)no2)s1	i
O=C(OCC(=O)N(C1CCCCC1)C1CCCCC1)c1ccc([N+](=O)[O-])o1	i
FC(F)(F)c1ccc(Cl)c(Nc2nc3ccc(Cl)cc3o2)c1	i

Some of the compounds tested (hit frequency here may not be typical).
